mIAP act – mouse IAP activation; muIAP, CDP-Star luminescence, 30 min; active compounds read high; 1 = vehicle-only enzyme signal, 0 = enzyme-free wells; activation factor at 10 µM; 0.24% of 330,000 active;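 active = activation factor of at least 2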; note: the source names both 10 and 20 µM as test concentration; values of inactives mirror those of a sister screen read the other way
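Assay system: mouse IAP enzyme; reagent: chemiluminescent substrate CDP-Star; dosing: test compounds delivered from DMSO solution; schedule: 30 min at room temperature; measured by: luminescence from enzymatic CDP-Star hydrolysis; controls: DMSO-only wells and no-enzyme negative control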
tim10-1 inh – inhibits growth of tim10-1 mutant yeast | S. cerevisiae tim10-1 ts strain growth, BacTiter-Glo, 24 h | inhibition, % at 20 µM | 2.2% of 330,000 active | AID 463190;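 active = inhibition of at least 40%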;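 note: mutant grown at 25 °C; 0% = DMSO wells with yeast and 100% = wells holding no yeast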
ATG4B inh – ATG4B (human) cysteine protease inhibition. Q9Y4P1. 0.51% of 340,000 active. ATG4B cleavage of LC3-PLA2, NBD-HPC fluorescence, 1 h. inhibition, % at 8.33 µM; in the data active = inhibition above about 40%
Target sequence (Q9Y4P1 whole entry, looked up): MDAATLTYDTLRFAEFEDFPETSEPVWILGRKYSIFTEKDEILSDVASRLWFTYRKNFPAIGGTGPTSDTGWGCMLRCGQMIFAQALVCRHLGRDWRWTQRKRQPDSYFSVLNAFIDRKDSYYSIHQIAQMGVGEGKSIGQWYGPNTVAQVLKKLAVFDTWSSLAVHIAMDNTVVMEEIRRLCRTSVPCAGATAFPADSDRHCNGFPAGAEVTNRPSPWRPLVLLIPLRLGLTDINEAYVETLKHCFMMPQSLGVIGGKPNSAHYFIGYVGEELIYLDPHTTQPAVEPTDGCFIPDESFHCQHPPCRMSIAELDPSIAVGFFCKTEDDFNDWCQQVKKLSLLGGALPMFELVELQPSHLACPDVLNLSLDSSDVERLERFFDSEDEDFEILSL
hIAP activ – human IAP activation. purified human IAP, CDP-Star luminescence, 30 min; active compounds read high; 1 = vehicle-only enzyme, 0 = enzyme-free background. activation factor at 10 µM. 0.16% of 330,000 active. AID 2524;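 active = activation factor of the enzyme at least 2-fold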; note: the source names both 10 and 20 µM as test concentration; values of inactives mirror those of a sister screen read the other way
Target sequence (P09923 whole entry, looked up): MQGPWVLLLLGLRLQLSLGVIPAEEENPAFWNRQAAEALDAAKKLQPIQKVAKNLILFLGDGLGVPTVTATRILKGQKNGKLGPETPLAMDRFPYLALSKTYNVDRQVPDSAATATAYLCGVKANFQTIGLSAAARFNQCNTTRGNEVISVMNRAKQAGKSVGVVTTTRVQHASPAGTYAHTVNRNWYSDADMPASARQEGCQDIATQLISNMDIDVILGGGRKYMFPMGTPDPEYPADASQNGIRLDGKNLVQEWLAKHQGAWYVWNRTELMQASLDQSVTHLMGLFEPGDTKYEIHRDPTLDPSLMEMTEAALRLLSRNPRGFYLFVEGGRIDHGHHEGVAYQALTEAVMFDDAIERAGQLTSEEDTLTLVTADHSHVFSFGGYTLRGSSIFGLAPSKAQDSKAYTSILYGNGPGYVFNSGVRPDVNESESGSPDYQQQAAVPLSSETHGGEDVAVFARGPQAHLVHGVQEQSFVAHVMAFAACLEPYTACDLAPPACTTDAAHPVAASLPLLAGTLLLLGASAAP
Apaf-1 inh – inhibitors of human Apaf-1 apoptosome; 0.71% of 330,000 active; AID 489030; O14727; reconstituted apoptosome caspase-3 activity, DEVD-Rh110 fluorescence; inhibition, % at 20 µM; active = inhibition of at least 40% at 20 µM;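 note: plate controls were DMSO wells for no effect and DEVD-CHO caspase inhibitor wells for full effect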
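Material: reconstituted apoptosome with Apaf-1, cytochrome c, caspase-9, procaspase-3, dATP. Technique: Rh110 fluorescence intensity. Buffer or medium: pH 7.5 Hepes buffer with CHAPS, BSA, DTT. Times: 30 min plus 50 min, RT.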
NLRP3 yeast inh – NALP3 inhibition in yeast. Yeast reconstituted NLRP3/ASC/caspase-1, beta-gal luminescence, 24 h. inhibition, % at 10 µM. 0.39% of 330,000 active. AID 2825;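 active = inhibition of 50% or more; inactive = inhibition below 50%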;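 note: plate controls were induced DMSO wells for no effect and uninduced yeast grown without galactose for full effect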
mIAP block – blocks mouse intestinal alkaline phosphatase | purified mouse IAP, CDP-Star luminescence, 30 min | inhibition, % at 10 µM | 0.2% of 330,000 active;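 active = inhibition of at least 40% at 10 µM in the primary screen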;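 note: plate controls were DMSO with enzyme for no effect and no enzyme wells for full effect; values of inactives mirror those of a sister screen read the other way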
hIAP block – human IAP inhibition | P09923 | purified IAP, CDP-Star luminescence, 30 min | AID 2544 | 0.12% of 330,000 active | inhibition, % at 10 µM;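 active = inhibition reaching a set limit with compound at 10 µM in the primary screen, cut at about 35% in these data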;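 note: plate controls were DMSO wells with enzyme for no effect and no-enzyme buffer wells for full effect; values of inactives mirror those of a sister screen read the other way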
TIM10 inh – growth inhibitors of TIM10 yeast strain. S. cerevisiae TIM10 strain growth, BacTiter-Glo luminescence, 24 h. inhibition, % at 10 µM. 1.4% of 330,000 active. AID 463195;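 active = inhibition of 40% or more at the single tested concentration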;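 note: wild-type TIM10 isogenic control strain grown at permissive 25 °C; 0% = DMSO yeast wells and 100% = minimal medium wells without yeast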
The depositor's hits bear a star. This is a random part of the collection, and some 4.5% of all compounds hit somewhere here.

SMILES	mIAP act	tim10-1 inh	ATG4B inh	hIAP activ	Apaf-1 inh	NLRP3 yeast inh	mIAP block	hIAP block	TIM10 inh
Cc1cc(OCC(=O)N2CCc3ccccc3C2)c2c(-c3ccccc3)cc(=O)oc2c1	1	46*	3	1.2	37	11	-3	-18	28
COc1ccc(-c2c(C#Cc3ccsc3)c3cc(-c4ccc(C(N)=O)cc4)ccc3n2C)cc1	1	1	4	1	13	15	-3	-4	11
COc1cccc(CN=CC2=C(O)CC(C)(C)CC2=O)c1OC	0.99	15	-3	1	-2	31	1	0	-4
Cc1ccc(NC(=S)NCC2CCCO2)c(OC(F)F)c1 (centres undefined)	1	35	1	1	6	-1	0	0	15
O=C(CSc1nnc(-c2ccncc2)n1CC1CCCO1)NCc1ccccc1 (centres undefined)	0.9	13	6	0.86	-2	4	10	14	18
COCCN1C(=O)C(=O)/C(=C(/O)c2ccc(S(=O)(=O)N3CCCCC3)cc2)C1c1ccc(O)c(OC)c1 (centres undefined)	0.95	-1	0	1.2	-5	6	5	-16	10
CCCCn1c(N)c(N(CC(C)C)C(=O)c2oc3ccc(OC)cc3c2C)c(=O)[nH]c1=O	0.95	10	-5	1.1	5	10	4	-13	22
O=C(CNC(=S)N(CCCN1CCOCC1)Cc1cccs1)N1CCCCCC1	1.1	3	-5	1.1	21	4	-7	-7	0
Cn1c(=O)n(C)c2cc(S(=O)(=O)NCCc3ccccc3)ccc21	1	14	0	1.1	2	11	-4	-9	5
O=C(Nc1ccc(S(=O)(=O)Nc2nccs2)cc1)c1cc(-c2ccccc2)nc2ccccc12	0.87	1	16	0.91	18	21	13	9	10
Cc1cc(C(=O)Nc2ccccn2)no1	0.95	10	6	1.1	-10	7	5	-10	-3
CCN(CC)c1ccc(C=Nc2cccc(S(=O)(=O)N3CCOCC3)c2)c(O)c1	0.97	10	-4	1	4	8	3	-3	8
O=S(=O)(c1ccc(=S)[nH]c1)N1CCOCC1	1	4	0	1.1	-11	17	-2	-14	0
O=C(Cn1ncc(Cl)c(Cl)c1=O)Nc1ccc2c(c1)OCO2	0.91	-21	-2	1	-8	20	9	0	-5
O=C(CCS(=O)(=O)c1ccccc1)N1CCN(c2ccccc2)CC1	0.95	-21	7	0.93	1	32	5	7	-12
Cc1ccccc1OCc1nc2ccccc2c(=O)n1/N=C/c1cccc([N+](=O)[O-])c1	0.92	19	-6	0.79	15	5	8	21	11
CN1C(=S)SC(C)(C)C1NO (centres undefined)	0.98	-2	0	1.2	-9	22	2	-22	17
CC1CCC2(CC1)NC(=O)N(NC(=O)c1ccc(OC(C)C)cc1)C2=O (centres undefined)	0.99	-3	-13	0.99	-8	23	0	1	14
Cc1ccc(CCNC(=O)Cn2ncc3c([nH]c4ccccc43)c2=O)cc1	0.94	10	-4	0.67	6	-10	6	34	-2
CNC(=S)NCCCc1ccccc1	0.93	10	-4	1.1	-22	-16	7	-7	0
CCC(=O)N1CCN(c2ccc(NC(=O)c3cccs3)cc2)CC1	1	4	0	0.86	0	-3	-4	14	-4
COc1cc(=O)[nH]c(SCC(=O)Nc2nc3c(s2)CCCC3)n1	1	-19	-5	0.92	1	10	0	8	3
COC(=O)CNc1nc(-c2cccnc2)nc2ccccc12	1.2	33	-1	1	14	6	-18	0	1
CCN1CCN(CC(=O)Nc2cc(C)on2)CC1	1	-3	4	1.1	9	15	0	-7	-6
CCOc1ccccc1NC(=O)CN1c2cccc3cccc(c23)S1(=O)=O	0.99	2	-5	1	1	14	1	-4	10

A section from the list above, for reference:
SMILES	mIAP act	tim10-1 inh	ATG4B inh	hIAP activ	Apaf-1 inh	NLRP3 yeast inh	mIAP block	hIAP block	TIM10 inh
COCCN1C(=O)C(=O)/C(=C(/O)c2ccc(S(=O)(=O)N3CCCCC3)cc2)C1c1ccc(O)c(OC)c1 (centres undefined)	0.95	-1	0	1.2	-5	6	5	-16	10
CCCCn1c(N)c(N(CC(C)C)C(=O)c2oc3ccc(OC)cc3c2C)c(=O)[nH]c1=O	0.95	10	-5	1.1	5	10	4	-13	22
O=C(CNC(=S)N(CCCN1CCOCC1)Cc1cccs1)N1CCCCCC1	1.1	3	-5	1.1	21	4	-7	-7	0
Cn1c(=O)n(C)c2cc(S(=O)(=O)NCCc3ccccc3)ccc21	1	14	0	1.1	2	11	-4	-9	5
O=C(Nc1ccc(S(=O)(=O)Nc2nccs2)cc1)c1cc(-c2ccccc2)nc2ccccc12	0.87	1	16	0.91	18	21	13	9	10
Cc1cc(C(=O)Nc2ccccn2)no1	0.95	10	6	1.1	-10	7	5	-10	-3
CCN(CC)c1ccc(C=Nc2cccc(S(=O)(=O)N3CCOCC3)c2)c(O)c1	0.97	10	-4	1	4	8	3	-3	8
O=S(=O)(c1ccc(=S)[nH]c1)N1CCOCC1	1	4	0	1.1	-11	17	-2	-14	0
O=C(Cn1ncc(Cl)c(Cl)c1=O)Nc1ccc2c(c1)OCO2	0.91	-21	-2	1	-8	20	9	0	-5
O=C(CCS(=O)(=O)c1ccccc1)N1CCN(c2ccccc2)CC1	0.95	-21	7	0.93	1	32	5	7	-12
Cc1ccccc1OCc1nc2ccccc2c(=O)n1/N=C/c1cccc([N+](=O)[O-])c1	0.92	19	-6	0.79	15	5	8	21	11
CN1C(=S)SC(C)(C)C1NO (centres undefined)	0.98	-2	0	1.2	-9	22	2	-22	17
CC1CCC2(CC1)NC(=O)N(NC(=O)c1ccc(OC(C)C)cc1)C2=O (centres undefined)	0.99	-3	-13	0.99	-8	23	0	1	14

(next part)
SMILES	mIAP act	tim10-1 inh	ATG4B inh	hIAP activ	Apaf-1 inh	NLRP3 yeast inh	mIAP block	hIAP block	TIM10 inh
Cc1c(Cl)cccc1NC(=O)CCC(=O)NNC(=O)c1ccccc1	0.77	-13	0	1.1	-10	0	23	-14	0
O=C(CSCc1ccc(Cl)cc1Cl)Nc1ccccc1C(=O)Nc1ccc(C(=O)O)cc1	0.88	7	6	1.1	4	9	12	-6	1
O=C1CC(Nc2cc(=O)[nH]c(=O)[nH]2)C(=O)N1c1ccccc1Cl (centres undefined)	1	6	-2	0.99	-1	11	0	1	-11
COc1ccc(CCNC(=O)/C=C/c2cc(OC)c(OC)c(OC)c2)cc1OC	0.98	3	8	1	-5	5	2	-1	11
COc1ccc(NC(=O)C2CCCC2)cn1	0.96	3	4	1.1	-13	14	4	-14	2
CCOc1ccccc1N1CCN(C(=O)c2ccccc2)CC1	0.98	26	-14	1	7	4	2	-1	9
C/C(Cl)=C/Cn1c(SC(C)C)nc2c1c(=O)[nH]c(=O)n2C	0.98	17	4	1.1	4	15	2	-11	-23
CCCCOc1ccc(C(=O)Nn2cnnc2)cc1	1.2	4	-7	1	6	22	-17	0	2
CCC(=O)c1cn([C@@H](CCC(OC)OC)CC(=O)OC(C)(C)C)cc1CC	1	22	-4	0.8	0	7	-2	20	6
CS(=O)(=O)N(CC(=O)N1CCOCC1)c1ccc2c(c1)OCO2	1	-10	3	0.97	6	-8	0	3	-5
CCCN(CCC)S(=O)(=O)c1ccc(C(=O)Nc2cccnc2)cc1	0.96	11	-4	1	3	9	4	-4	10
COCCCNCCCOc1ccc(C(C)(C)c2ccccc2)cc1	0.94	-13	4	0.99	-4	18	6	1	4
Cc1cc(C)n(CC(O)Cn2cnc3c2c(=O)n(C)c(=O)n3C)n1 (centres undefined)	0.88	10	-3	1	-1	-2	12	-3	13
Cc1cc(NC(=O)Cn2cnc3sccc3c2=O)no1	0.97	-16	4	1.1	2	-1	3	-7	-1
c1ccc(COCC2CCNCC2)cc1	0.98	-6	2	1	-17	6	2	-1	-11
COc1ccc(Oc2coc3c(CN(C)C)c(O)ccc3c2=O)cc1	1	9	-2	1.1	-1	-1	-5	-10	12
COc1ccc(CCNC(=O)CS(=O)(=O)Cc2nc(-c3ccccc3Cl)oc2C)cc1OC	1.1	11	-14	0.77	-6	-17	-11	24	8
NC(=O)Cn1nc([N+](=O)[O-])nc1Oc1ccccc1C(=O)N1CCOCC1	0.97	3	-4	1.1	-2	-2	3	-10	-12
CCOC(=O)N1CCN(C(=O)c2c(-c3ccccc3)noc2C)CC1	0.9	-6	-2	0.93	1	20	10	7	8
O=[N+]([O-])c1cc(-c2nc3nc4ccccc4nc3n2CCc2ccccc2)cc([N+](=O)[O-])c1	1	6	4	0.94	-26	27	0	6	4
Cc1c[n+](CC(=O)c2ccccc2)cs1	0.94	14	4	1.2	-4	13	6	-20	-8
CCC(=O)Nc1ccc(C(=O)NNC(=O)c2cc([N+](=O)[O-])cc([N+](=O)[O-])c2)cc1	1.1	30	-2	0.97	-3	30	-7	2	-7
COc1cccc(N/C(SCc2ccccc2C)=C(/C#N)C(=O)NCc2cccs2)c1	1	25	12	1	6	11	-1	-5	-16
COCCNC(=O)C(=O)NNS(=O)(=O)c1ccc(Cl)cc1	0.97	-2	0	1.1	-8	8	2	-12	8
Cc1cc(C(=O)N(C)CC(=O)Nc2ccc(F)c(F)c2F)no1	0.91	-17	-8	1.1	8	8	9	-6	-2
(more compounds)
SMILES	mIAP act	tim10-1 inh	ATG4B inh	hIAP activ	Apaf-1 inh	NLRP3 yeast inh	mIAP block	hIAP block	TIM10 inh
C/C(=C/C#N)Nc1ccc(C)cc1	0.92	7	-4	1.1	-13	-19	8	-5	1
COCCn1c(=S)[nH]c2cc(C(=O)N3CCN(c4ccccc4OC)CC3)ccc2c1=O	1	1	3	0.83	-5	14	-2	17	12
CN(CC(=O)Nc1c(Cl)cccc1Cl)C(=O)C1CC(=O)N(Cc2ccccc2)C1 (centres undefined)	1	-12	-3	0.94	19	0	-2	6	1
O=C(CSc1n[nH]c(-c2ccccn2)n1)Nc1ccccc1	0.94	16	-2	1.5	-8	17	6	-47	5
COc1ccccc1NC(=S)N1CCN(c2ccc(F)cc2)CC1	1	11	-3	1.3	1	7	-2	-33	-1
C=CCn1c(-c2ccccc2)nc(=S)c2c1CCCC2	1	-4	0	1.1	-10	0	-3	-6	3
CCOC(=O)c1c(NC(=O)CCS(=O)(=O)c2ccccc2)sc2c1CC(C)(C)NC2(C)C	0.97	5	0	1.3	1	19	3	-25	-1
COc1cc(OC)c(C(=O)Oc2ccc3c(c2)OCO3)cc1OC	1.1	20	0	1	-11	8	-8	-3	6
CC(C)COc1ccc(C(=O)Nc2ccc(SC(F)F)cc2)cc1	1	8	-4	0.9	-5	-8	0	10	13
COc1ccc(-c2csc(C3=C(O)CN(CCCN4CCCC4=O)C3=N)n2)cc1OC	1	23	1	1	-6	7	0	0	14
Cc1nn(Cc2ccccc2)c(C)c1NS(=O)(=O)c1ccccc1	1	0	-1	1	4	9	-3	-2	2
Cc1ccc(C2(C)NC(=O)N(CC(=O)N3CCN(S(=O)(=O)c4cccs4)CC3)C2=O)cc1 (centres undefined)	1	-10	-1	1	0	23	-1	-2	0
CCOCCCNC(=O)c1cccc(OC2CCN(S(C)(=O)=O)CC2)c1	0.99	-9	-4	0.98	-10	11	1	2	-4
